PfHsp40 rescue: rescue of yeast from PfHsp40 toxicity, primary screen, S. cerevisiae, ATP luminescence; S. cerevisiae expressing PfHsp40, growth rescue; growth rescue, % at 12.5 µM; 340,000 tested, 0.68% active; AID 504582, 2011; in the data active = growth rescue above about 28%, passing the limit was not always enough; inconclusive = no clear call, values can overlap the other calls;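 note: yeast W303a lacking pdr1 and pdr3 grown in galactose medium; growth measured after three days at 30 °C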
CCHF vOTU inh: CCHFV vOTU protease inhibitors, primary screen, biochemical, Pep-AMC substrate, fluorescence. AID 651958, 2012. 370,000 tested, 0.55% active. Crimean-Congo hemorrhagic fever virus L polyprotein viral ovarian tumor (vOTU) protease …. inhibition, % at 11.5 µM; in the data active = inhibition above about 30%; note: 0% = vehicle wells with enzyme and 100% = no enzyme wells
SARS 3CLpro inh: SARS-CoV 3CLpro protease inhibitors, primary screen, biochemical, quenched FRET; Replicase polyprotein 1ab (Severe acute respiratory syndrome coronavirus), P0C6X7; 290,000 tested, 0.14% active; inhibition, % at 6 µM; recombinant SARS-CoV 3CLpro, quenched FRET peptide cleavage; AID 1706, 2009; in the data active = inhibition above about 12%
DUSP3 inh: VHR1 phosphatase inhibitors, primary screen, biochemical, absorbance, uHTS | Dual specificity protein phosphatase 3 (Homo sapiens), P51452 | recombinant VHR phosphatase, pNPP absorbance | inhibition, % at 13.3 µM | 290,000 tested, 0.52% active | AID 1654, 2009; in the data active = inhibition above about 50%; note: some compounds called inactive have numbers as strong as hits
Target sequence (P51452 whole entry, looked up): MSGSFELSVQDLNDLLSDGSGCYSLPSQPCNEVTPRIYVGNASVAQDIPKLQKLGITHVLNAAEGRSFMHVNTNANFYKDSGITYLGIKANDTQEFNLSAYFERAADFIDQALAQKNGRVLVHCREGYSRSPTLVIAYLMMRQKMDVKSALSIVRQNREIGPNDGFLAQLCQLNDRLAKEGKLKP
PriA SSB inh: inhibitors of Klebsiella pneumoniae PriA binding to SSB C-terminal tail, primary screen, biochemical, AlphaScreen; AlphaScreen SSBct-PriA binding, biotinylated peptide; inhibition, % at 33 µM; 430,000 tested, 0.6% active; in the data active = inhibition mostly above about 37%, no sharp cut-off; inactive = mostly below about 20%;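 note: plate controls were negative control peptide for no effect and reference peptide for full effect; strong numbers were not always called active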
BoNT-A LC inh2: BoNT/A light chain protease inhibitors, primary screen, biochemical, flow cytometry, MLPCN library; multiplex microsphere protease substrate cleavage; inhibition, % at 10 µM; 360,000 tested, 0.17% active; note: plate controls were buffer without enzyme for full effect and enzyme alone for no effect
Anthrax LF inh2: Bacillus anthracis LF protease inhibitors, primary screen, biochemical, multiplex microsphere, MLPCN library; 360,000 tested, 0.12% active; multiplex microsphere protease cleavage assay; inhibition, % at 10 µM; Lethal factor (Bacillus anthracis), P15917; note: plate controls were buffer without enzyme for full effect and enzyme alone for no effect
Target sequence (P15917 whole entry, looked up): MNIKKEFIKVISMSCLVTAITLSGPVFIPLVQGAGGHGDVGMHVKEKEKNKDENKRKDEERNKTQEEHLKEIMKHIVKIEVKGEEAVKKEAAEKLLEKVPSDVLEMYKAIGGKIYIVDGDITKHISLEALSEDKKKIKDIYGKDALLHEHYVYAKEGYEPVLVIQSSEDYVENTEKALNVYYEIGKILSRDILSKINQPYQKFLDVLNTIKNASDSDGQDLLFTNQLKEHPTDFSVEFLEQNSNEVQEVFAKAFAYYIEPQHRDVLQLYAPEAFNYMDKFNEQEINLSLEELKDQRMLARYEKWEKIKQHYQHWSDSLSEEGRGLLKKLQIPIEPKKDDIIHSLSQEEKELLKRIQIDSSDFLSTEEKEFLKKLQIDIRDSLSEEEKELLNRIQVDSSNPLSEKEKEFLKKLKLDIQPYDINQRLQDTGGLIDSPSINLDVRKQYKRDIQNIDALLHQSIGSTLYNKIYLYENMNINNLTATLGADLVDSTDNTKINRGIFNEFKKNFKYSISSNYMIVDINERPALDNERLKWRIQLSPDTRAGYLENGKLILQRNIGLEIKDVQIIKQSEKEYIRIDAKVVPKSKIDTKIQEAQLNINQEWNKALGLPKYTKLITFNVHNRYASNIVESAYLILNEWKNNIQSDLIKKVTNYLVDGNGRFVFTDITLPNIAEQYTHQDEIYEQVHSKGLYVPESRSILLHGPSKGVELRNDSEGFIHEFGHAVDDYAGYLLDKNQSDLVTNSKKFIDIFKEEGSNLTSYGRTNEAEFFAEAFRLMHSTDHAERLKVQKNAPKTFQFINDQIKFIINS
TcdB GH inh: TcdB glycohydrolase inhibitors, primary screen, biochemical, single point, plate reader; Toxin B (Clostridioides difficile), P18177; TcdB glycohydrolase enzymatic assay; inhibition, % at 9.99 µM; 350,000 tested, 0.24% active; in the data active = inhibition above about 10%
BH1578 lux ind: inducers of Vibrio cholerae quorum light production without autoinducers, primary screen, BH1578 luxS cqsA deficient, single point; V. cholerae BH1578 lux reporter, luminescence, 6 h; activation, % at 18.7 µM; 350,000 tested, 0.16% active; AID 588436, 2011; in the data active = activation mostly above about 9.7%, no sharp cut-off; inconclusive = no clear call, values can overlap the other calls; inactive = mostly below about 3.7%; note: not every result past the cut was called active; inactives centre near 0; reference of the scale not given here
Y pestis TopoI: Yersinia pestis topoisomerase I inhibitors, primary screen, biochemical, cleavage product accumulation, plate reader, single point; DNA topoisomerase I (Yersinia pestis CO92); Y. pestis Topo-I cleavage product accumulation; activity, % at 10 µM; 360,000 tested, 0.064% active; AID 504884, 2011; in the data active = activity above about 50%, passing the limit was not always enough; inconclusive = no clear call, values can overlap the other calls; note: inactives centre near 2
Numbers without * were called inactive; i = inactive; ? = inconclusive; nt = not tested or not shown. Cut-off read from the data, not from the text of the source, unless noted: active = inhibition above about 30%; inconclusive = no clear call, values can overlap the other calls; inactive = below that. Not all compounds are listed, so the mix of outcomes need not match the whole.

SMILES	PfHsp40 rescue	CCHF vOTU inh	SARS 3CLpro inh	DUSP3 inh	PriA SSB inh	BoNT-A LC inh2	Anthrax LF inh2	TcdB GH inh	BH1578 lux ind	Y pestis TopoI
O=C(COC(=O)CCS(=O)(=O)c1ccccc1)NNC(=O)c1ccc([N+](=O)[O-])cc1	nt	1	nt	nt	nt	0.2	-4	0.8	i	2
Cn1cccc1CC(=O)N/N=C/C=C/c1ccccc1	-0.8	10	3	-15	nt	-0.3	-5	-1.7	-0.2	7
CC(C)CN(C(=O)COC(=O)c1cc2ccccc2cc1O)c1c(N)n(Cc2ccccc2)c(=O)[nH]c1=O	-0.2	9	nt	nt	2	-73	-7	1.5	-0.9	80*
COC(=O)c1ccc(OC)c(NS(=O)(=O)c2ccc(-n3cnnn3)cc2)c1	0.1	4	-1	12	0	2.1	-2	1.2	-0.9	1
O=C1Nc2ccccc2C1=Nc1ccc(Cl)cc1	0.2	1	0	6	-7	-0.3	9	0.7	i	1
COc1ccc(C2(C)NC(=O)N(Cc3cc(Cl)cc4c3OCOC4)C2=O)cc1OC (stereo unspecified)	-0.3	-6	-1	2	-4	0.8	2	nt	-0.2	-1
COc1ccc(CNC(=O)[C@@H](C)NC(=O)[C@@H]2Cc3ccccc3CN2)cc1	-0.3	-1	0	20	1	-0.8	-4	-0.4	-0.3	3
COc1cc(NC(=O)C/C(C)=N/NC(=O)Cc2ccccc2)c(OC)cc1Cl	-0.9	6	3	13	nt	-0.1	-4	nt	-0.6	-1
O=C(CNC(=O)c1cccc(F)c1)N/N=C/c1cccnc1	0.3	-5	0	-4	nt	-0.9	0	-0.4	2.7	-3
Cc1cccc(OP(=O)(Nc2ccc(F)cc2)Oc2cccc(C)c2)c1	2.9	8	6	9	-7	1.2	1	0.5	i	40
CSCCC(C(=O)O)N1C(=O)c2ccc(C(=O)O)cc2C1=O (stereo unspecified)	3.1	9	0	36	6	-0.2	-7	nt	nt	-3
COc1cccc(NC(=O)Cc2cccs2)c1	0.3	4	-2	18	-13	0.9	-2	nt	i	-3
O=C(Nc1cccc(NC(=O)C2CC3CCCC(C2)C3=O)n1)C1CC2CCCC(C1)C2=O (stereo unspecified)	0.1	5	-4	14	-11	1.2	4	nt	0.8	-12
c1ccc(CSCc2cn3ccccc3n2)cc1	1.0	3	1	26	-3	0.3	0	-0.7	2.1	3
O=S(=O)(Nc1ccc(C(F)(F)F)cn1)c1ccccc1	1.0	-12	4	5	-2	-0.6	-1	3.1	-0.3	-4
Cc1ccc(S(=O)(=O)N2CCOCC2)cc1NC(=O)COC(=O)CNC(=O)c1ccc(Oc2ccccc2)cc1	2.4	16	0	2	-6	0.2	1	0.0	-4.5	37
CN(C)C1=NCCN1CC1CCCCC1	-1.3	-4	nt	nt	0	-0.8	-4	0.9	i	-1
C/C(=N\OCC(=O)OCC(=O)Nc1cc(S(C)(=O)=O)ccc1Cl)c1ccc2c(c1)OCO2	1.4	6	nt	nt	nt	-0.4	-2	-0.5	0.4	-9
COC(=O)C1=COC(C)C2CN3CCc4c([nH]c5ccccc45)C3CC12 (stereo unspecified)	-1.6	-6	-2	-6	12	3.8	-16	1.3	-0.1	8
O=C(CNC(=O)c1ccc(Cl)cc1)NC(CO)c1ccccc1 (stereo unspecified)	-1.4	-9	0	-1	0	-3.8	3	0.8	i	0
NCCNC(=O)Cn1c(=O)c2c3c(sc2n(Cc2ccccc2)c1=O)CCCC3	-0.1	15	2	2	-6	0.8	2	-1.1	-0.9	3
CCCCCN1C=CC=C/C1=C\C=C(C#N)C#N	nt	1	-4	-18	-4	nt	nt	0.7	i	-12
CCc1cccc(NC(=O)C2CCCN2S(=O)(=O)c2ccccc2C(F)(F)F)c1 (stereo unspecified)	0.5	5	nt	nt	-22	1.7	5	0.4	i	-2
CCOc1ccc(N2CC(C(=O)NCc3ccco3)CC2=O)cc1 (stereo unspecified)	-0.5	-4	-1	7	4	0.6	0	1.1	-0.4	-7
CCCNC(=S)NNC(=O)c1cccs1	-0.2	-14	-1	13	-8	0.1	0	-1.2	-0.2	-1

Ordered by molar mass (ascending): part of the list above.
SMILES	PfHsp40 rescue	CCHF vOTU inh	SARS 3CLpro inh	DUSP3 inh	PriA SSB inh	BoNT-A LC inh2	Anthrax LF inh2	TcdB GH inh	BH1578 lux ind	Y pestis TopoI
O=C(CNC(=O)c1cccc(F)c1)N/N=C/c1cccnc1	0.3	-5	0	-4	nt	-0.9	0	-0.4	2.7	-3
CSCCC(C(=O)O)N1C(=O)c2ccc(C(=O)O)cc2C1=O (stereo unspecified)	3.1	9	0	36	6	-0.2	-7	nt	nt	-3
CCOc1ccc(N2CC(C(=O)NCc3ccco3)CC2=O)cc1 (stereo unspecified)	-0.5	-4	-1	7	4	0.6	0	1.1	-0.4	-7
CC(C)CN(C(=O)COC(=O)c1cc2ccccc2cc1O)c1c(N)n(Cc2ccccc2)c(=O)[nH]c1=O	-0.2	9	nt	nt	2	-73	-7	1.5	-0.9	80*

Going on with the list:
SMILES	PfHsp40 rescue	CCHF vOTU inh	SARS 3CLpro inh	DUSP3 inh	PriA SSB inh	BoNT-A LC inh2	Anthrax LF inh2	TcdB GH inh	BH1578 lux ind	Y pestis TopoI
COc1cc(OC)c2c(-c3ccccc3)cc(=O)oc2c1C(CCN1CCCC1)c1ccc2c(c1)OCO2 (stereo unspecified)	0.1	1	nt	22	17	-0.1	-2	1.2	i	10
Cn1c(SCC(=O)N/N=C/c2cccnc2)nnc1-c1ccccc1	-2.0	-8	2	-16	i	-3.8	1	0.1	-0.7	0
COc1cccc(CNC(=O)CSc2nnc3c(n2)[nH]c2ccc(F)cc23)c1	1.3	4	-1	25	-9	-0.6	3	0.9	i	2
COC(=O)c1ccc(CN(Cc2ccc(C(=O)OC)o2)C(C)(C)C)o1	-0.2	2	-1	5	-10	0.0	1	nt	i	-6
O=C(c1cccs1)c1no[n+]([O-])c1C(=O)c1cccs1	?	nt	2	nt	4	0.4	3	nt	i	1
Cn1c(C(=O)N2CCN(c3cccc(C(F)(F)F)c3)CC2)cc2sccc21	22	12	3	0	9	-4.3	-3	nt	i	23
CN(c1ccccc1)S(=O)(=O)c1cccc(C(=O)Nc2ccc(N3CCOCC3)cc2)c1	0.4	-6	nt	nt	9	-3.5	-8	1.0	i	-10
Cc1cccc(C2Nc3ccccc3C(=O)N2c2ccccc2)n1 (stereo unspecified)	-0.3	-84	-5	-1	6	0.0	1	0.3	-3.6	-2
CNC(=O)CS(=O)CC(=O)Nc1cc(OCCOC)c(Cl)cc1Cl (stereo unspecified)	0.0	-7	-1	31	-3	0.4	2	1.0	i	-16
O=C(O)c1cc(=O)[nH]c2ccc(S(=O)(=O)Nc3ccc(F)cc3)cc12	-0.5	5	-3	7	-4	-5.7	0	-0.5	i	1
CCc1nc2ccc(C(=O)NCc3ccccc3)cc2nc1CC	0.9	-6	-6	26	-4	-0.4	-2	0.7	1.0	2
O=C(C(=O)N1CCC2(CC1)OCCO2)c1c[nH]c2ccccc12	-1.4	8	4	24	-7	-0.7	2	-0.2	0.8	-4
O=C(CN1Cc2ccccc2C1=O)Nc1ccc2c(c1)OCCO2	0.5	3	4	13	4	-0.3	-2	0.5	i	-9
CC(=O)N[C@@H]1[C@@H](O)[C@@H]2OC(c3ccccc3)OC[C@H]2O[C@@H]1N=[N+]=[N-] (stereo partly specified)	0.0	3	2	34	-13	nt	nt	0.7	i	12
C[C@]12CCC(=O)C=C1CC[C@@H]1C2[C@H](O)C[C@]2(C)C(=O)CCC12 (stereo partly specified)	-0.3	-1	2	13	-5	0.4	1	-0.3	3.4	1
NS(=O)(=O)c1ccc(NC(=O)C(Sc2ccccc2)c2ccccc2)cc1 (stereo unspecified)	0.0	7	4	0	-5	-0.3	-2	1.2	i	3
Cc1cc(C)n2nc(-c3sccc3-n3cccc3)cc2n1	0.5	4	-5	24	5	-1.3	-4	nt	-0.8	12
COc1ccc(-n2c(-c3ccc(Cl)cc3)c[n+]3c2CCc2ccccc2-3)cc1	4.2	-1	4	20	-17	-0.2	-3	0.6	-0.3	13
Cc1cc(C)c2[nH]c(=O)c(C(c3nnnn3Cc3ccc4c(c3)OCO4)N3CCCC3)cc2c1 (stereo unspecified)	-1.0	1	0	33	12	4.2	7	nt	i	1
Clc1ccc(Cn2ccc(C3CC3)n2)cc1	0.1	8	1	-16	-14	-0.3	-6	2.0	i	3
COc1ccc(OC)c(NC(=O)C2CC(=O)N(c3ccc(Br)cc3)C2)c1 (stereo unspecified)	0.3	-2	4	-2	-2	0.7	-4	nt	-0.2	-10
Cc1ccc(C(=O)NCC(=O)O)o1	-1.1	-8	1	15	4	-1.2	-5	2.8	i	-9
CCN1C(=O)[C@H]2[C@@H](c3ccc(C)cc3)N3C(=O)N(c4cccc(Cl)c4)C(=O)[C@@]3(Cc3ccc(Cl)cc3)[C@H]2C1=O	3.1	7	nt	nt	0	-0.6	5	1.3	-0.4	-8
CCn1c(COc2ccccc2C(N)=O)nc2ccccc21	9.1	-1	-1	8	-21	1.0	3	nt	-3.1	1
O=C(NC1CC2CCC(C1)N2Cc1ccccc1)c1ccccc1Cl (stereo unspecified)	0.4	-15	-3	-2	-2	0.3	-19	1.0	-0.3	2
O=C(c1ccc2c(c1)CCN2S(=O)(=O)c1ccccc1)N1CCN(c2ccccc2F)CC1	4.8	-6	1	-42	-12	0.8	-2	-0.9	-0.4	43
COc1ccc(NC(=O)C2CCN(S(=O)(=O)c3cccnc3)CC2)cc1Cl	-0.3	6	-1	8	-15	-1.0	-12	-10	-0.3	-5
COc1coc(C(O)C[N+](=O)[O-])cc1=O (stereo unspecified)	0.8	1	0	39	1	-0.8	-2	-0.2	-0.3	-4
O=C(OC1CCc2ccccc2C1=O)c1ccccc1O (stereo unspecified)	1.2	3	-4	-8	-71	-0.7	-3	nt	0.6	9
COc1ccc(C(=O)OCC(=O)Nc2c(C)cccc2C)cc1	1.5	7	5	12	-13	1.1	-4	0.5	-0.2	0

Results in Y pestis TopoI, CCHF vOTU inh and Anthrax LF inh2 (six entries from above):
SMILES | Y pestis TopoI | CCHF vOTU inh | Anthrax LF inh2
COC(=O)c1ccc(CN(Cc2ccc(C(=O)OC)o2)C(C)(C)C)o1 | -6 | 2 | 1
O=C(OC1CCc2ccccc2C1=O)c1ccccc1O (stereo unspecified) | 9 | 3 | -3
CCN1C(=O)[C@H]2[C@@H](c3ccc(C)cc3)N3C(=O)N(c4cccc(Cl)c4)C(=O)[C@@]3(Cc3ccc(Cl)cc3)[C@H]2C1=O | -8 | 7 | 5
COc1ccc(-n2c(-c3ccc(Cl)cc3)c[n+]3c2CCc2ccccc2-3)cc1 | 13 | -1 | -3
COc1coc(C(O)C[N+](=O)[O-])cc1=O (stereo unspecified) | -4 | 1 | -2
COc1ccc(OC)c(NC(=O)C2CC(=O)N(c3ccc(Br)cc3)C2)c1 (stereo unspecified) | -10 | -2 | -4

Screening data deposited in PubChem BioAssay by several laboratories.
